p47phox inh: blocks human p47phox regulatory protein of NADPH oxidases; 0.53% of 220,000 active; AID 1274; inhibition, % at 24.7 µM; P14598; p47phox/p22phox peptide binding, fluorescence polarization, 2 h;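 active = inhibition above about 30%, limit read from the data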;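 note: 0% = p47phox with labelled peptide and 100% = labelled peptide alone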
Target sequence (P14598 whole entry, looked up): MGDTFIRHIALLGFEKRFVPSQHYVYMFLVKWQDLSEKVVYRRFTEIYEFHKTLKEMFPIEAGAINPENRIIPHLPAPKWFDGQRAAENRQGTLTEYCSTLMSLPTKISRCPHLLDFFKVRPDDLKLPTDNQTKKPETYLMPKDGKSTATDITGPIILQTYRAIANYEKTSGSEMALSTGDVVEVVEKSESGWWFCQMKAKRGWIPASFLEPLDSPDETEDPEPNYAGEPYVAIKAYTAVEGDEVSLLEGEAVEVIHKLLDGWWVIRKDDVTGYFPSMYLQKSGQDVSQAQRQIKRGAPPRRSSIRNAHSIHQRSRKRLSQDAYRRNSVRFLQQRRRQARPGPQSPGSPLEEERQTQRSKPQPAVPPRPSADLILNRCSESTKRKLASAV
p97 ATPase inh: inhibitors of human p97 ATPase. P55072. recombinant p97 ATPase, Kinase-Glo ATP luminescence, 3 h. inhibition, % at 8 µM. 0.42% of 220,000 active. AID 1481; in the data active = inhibition above about 15%;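 note: 0% = DMSO vehicle and 100% = wells lacking enzyme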
Runt-SMMHC FRET: inhibitors of human RUNX1 Runt domain binding to CBFb-SMMHC. Q01196+Q13951. Cerulean-Runt/Venus-CBFb-SMMHC FRET ratio 530/480, 1 h. inhibition, % at 20 µM. 0.74% of 220,000 active. AID 1434;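 active = mean inhibition across duplicate retests at 20 µM reaching about 50%, limit read from the data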;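 note: 0% = DMSO wells and 100% = wells with excess untagged CBFb-SMMHC; inhibitors lower the FRET ratio by blocking Runt binding to CBFb-SMMHC; some results filed as inactive read as strong as hits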
RBBP9 inhibitor: human RBBP9 hydrolase inhibition. O75884. recombinant RBBP9, FP-Rh probe fluorescence polarization. inhibition, % at 7.94 µM. 0.2% of 220,000 active;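 active = inhibition above the campaign mean of all tested compounds plus 3 SD, cut at about 14% in these data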;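 note: plate controls were DMSO wells with RBBP9 for no effect and wells lacking RBBP9 protein for full effect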
Target sequence (O75884 whole entry, looked up): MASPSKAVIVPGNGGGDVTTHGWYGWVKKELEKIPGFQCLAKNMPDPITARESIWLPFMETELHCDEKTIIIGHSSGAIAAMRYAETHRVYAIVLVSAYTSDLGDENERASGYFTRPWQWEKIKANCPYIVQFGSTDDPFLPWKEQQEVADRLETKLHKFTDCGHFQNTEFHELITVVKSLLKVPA
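Material: RBBP9 protein. Amount: RBBP9 at 2.5 µM in dispensed solution, before mixing. Schedule: 30 min then 45 min, 25 °C. Medium: Tris buffer pH 8.0, NaCl, Pluronic. Measured by: fluorescence polarization. Measure: percent inhibition from mP, scaled between DMSO and no-protein wells. Replication: one well per compound.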
Runt-CBFb FRET: Runt domain-CBFb interaction inhibition. Q01196+Q13951. Cerulean-Runt/Venus-CBFb FRET ratio 530/480, 1 h. inhibition, % at 20 µM. 0.46% of 220,000 active;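 active = inhibition over about 50% at 20 µM in the single-dose screen, limit read from the data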;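 note: 0% = DMSO wells and 100% = excess unlabeled CBFb competitor control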
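Measured by: fluorescence energy transfer, 422 nm excitation, 530/480 nm emission; test system: Cerulean-tagged RUNX1 Runt domain (FRET donor) fusion protein; buffer or medium: Tris pH 7.5 buffer with BSA; compound: one dose, 20 µM compound, 1% DMSO; times: two 1 h room-temperature incubations shielded from light; benchmarks: unlabeled CBFb 5 µM, positive control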
Calpain2 inh: inhibitors of pig calpain II. purified calpain II, fluorogenic peptide substrate, 30 min. inhibition, % at 16 µM. 0.37% of 220,000 active. AID 1236;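 active = inhibition above about 50%, limit read from the data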
Furin inh: human furin inhibition | P09958 | purified furin, fluorogenic substrate cleavage | inhibition, % at 30 µM | 0.061% of 220,000 active | AID 463115; in the data active = inhibition above about 25%; note: inactives centre near -15
EBV gp42 inh: EBV gp42 inhibition | Q1HVG2 | Fluorescence polarization binding assay, mP read-out | inhibition, % (tested at 21.74 µM) | 0.42% of 220,000 active | AID 1085; in the data active = inhibition above about 50%
Target sequence (Q1HVG2 whole entry, looked up): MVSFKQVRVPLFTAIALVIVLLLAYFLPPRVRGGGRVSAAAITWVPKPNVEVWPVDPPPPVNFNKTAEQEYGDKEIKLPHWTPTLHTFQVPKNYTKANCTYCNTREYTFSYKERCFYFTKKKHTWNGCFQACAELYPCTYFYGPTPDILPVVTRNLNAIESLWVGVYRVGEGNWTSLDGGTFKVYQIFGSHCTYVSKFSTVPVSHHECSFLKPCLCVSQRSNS
Tb hexokinase: T. brucei hexokinase 1 inhibition. 0.11% of 220,000 active. recombinant TbHK1, G6PDH-coupled NADH A340. inhibition, % at 10 µM. AID 1430;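 active = inhibition of 50% or more in the single-dose primary screen; inactive = inhibition below 50%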
Active calls of the source: *; i = inactive; . = no result given; [ ] = another dose, or the depositor's remark.

SMILES	p47phox inh	p97 ATPase inh	Runt-SMMHC FRET	RBBP9 inhibitor	Runt-CBFb FRET	Calpain2 inh	Furin inh	EBV gp42 inh	Tb hexokinase
O=C(CSc1ncn[nH]1)Nc1c(Br)cc([N+](=O)[O-])cc1Br	-3.2	-4.2	-3.0	-2.5	-0.2	26.4	-8.0	1.0	-0.4
O=C(CNS(=O)(=O)c1cccs1)NCc1ccccc1	8.5	-2.6	2.1	-5.8	0.8	-12.0	-17.3	4.8	-6.8
CCc1ccc(NC(=O)CS(=O)CC(=O)Nc2ccc(F)cc2F)cc1 (stereo not drawn)	-12.1	4.6	1.8	1.7	0.1	-11.2	-12.9	-9.0	-2.9
O=C(O)CCC(=O)N1CCN(c2ncccn2)CC1	1.9	8.8	-5.5	1.7	2.2	6.8	-22.2	-14.0	-7.0
CC(=O)c1c(C)[nH]c(C(=O)OCC(=O)Nc2ccc([N+](=O)[O-])cc2Cl)c1C	3.6	0.7	1.2	-2.6	-1.3	18.9	0.9	-8.9	-3.6
O=C(Nc1cccnc1)c1ccc(NC(=O)c2ccco2)cc1	-3.2	-1.3	-4.2	-5.2	2.4	-14.1	-14.3[20 µM]	-8.8	-9.1
CCn1c(=O)c2c(nc3n2CCCN3c2cccc(C)c2)n(C)c1=O	8.3	2.9	1.4	1.8	-0.9	-19.7	-12.1	-4.7	-8.4
COc1ccc(-n2c(Cc3cccn3C)nnc2SCC(=O)Nc2cccc(NC(C)=O)c2)cc1	-1.6	-0.1	0.1	-2.5	1.5	5.0	-12.3	-10.4	5.9
CC(C)(CN1CCN(C(c2ccccc2)c2ccccc2)CC1)NS(=O)(=O)c1ccccc1	-7.1	-6.8	-0.1	-10.4	-0.4	20.5	-14.6	-2.3	11.2
CC(C)Oc1ccc2ccccc2c1C=O	-3.1	-4.2	0.5	-9.2	32.6	8.7	-5.4[20 µM]	-4.0	-6.5
O=C(c1ccccc1)N1CCN(CC2CC=CCC2)CC1 (stereo not drawn)	-9.7	-7.8	-1.9	0.7	-1.1	21.5	-19.9[20 µM]	-19.9	-4.5
Cc1ccccc1-n1nnnc1SC(C)C(=O)NC1CCCc2ccccc21 (stereo not drawn)	-21.5	-1.5	-2.9	-5.4	0.7	12.9	-16.1	-1.9	2.9
N#Cc1c(-c2ccco2)cc(-c2ccc(F)cc2)nc1N	-22.8	6.0	-56.1	-2.3	-32.5	i	-77.9	-4.8	-23.1
O=c1[nH]c(C2CC2)nc2sc3c(c12)CCCC3	-21.1	6.2	-1.8	3.3	-2.1	13.1	-16.6	-8.3	0.4
CCOc1ccc(NC(=O)Nc2cc(C(C)C)ccc2C)cc1	-3.2	3.4	1.9	-6.5	0.7	-14.8	-18.3	-0.2	1.2
Cc1ccc(NC(=O)c2ccccc2NS(=O)(=O)c2ccc(F)cc2)cc1S(=O)(=O)N1CCCCC1	-19.8	2.9	-2.5	-8.4	-4.0	-19.1	-15.9	-6.5	10.5
O=C(NC12CC3CC(CC(C3)C1)C2)N1CCN(c2nc(-c3ccccc3)cs2)CC1	-11.0	-4.8	-3.5	-5.6	0.5	31.2	-12.3[20 µM]	-20.9	1.4
CC(C)c1onc(C(=O)N2CCC(C(N)=O)CC2)c1[N+](=O)[O-]	-12.9	5.8	-4.4	-9.5	2.3	35.5	-16.0	0.9	-11.3
O=C(COC(=O)CCc1nc2ccccc2s1)Nc1cccc(S(=O)(=O)N2CCOCC2)c1	-3.9	-11.0	-0.9	-5.7	3.2	-2.0	-4.1[20 µM]	-30.5	-4.4
O=C(COC(=O)c1ccc(S(=O)(=O)N2CCCC2)cc1)Nc1ccc(N2CCOCC2)cc1	-2.1	0.6	-5.1	-7.0	-0.4	-22.9	-11.4	-18.6	-4.7
COc1ccc(CNC(=O)COC(=O)c2cc(-c3ccc(Cl)s3)nc3ccccc23)cc1	-24.5	2.5	-5.6	-1.3	-1.8	-434.3	-13.8[20 µM]	-33.8	-7.3
COCCCNC(=O)c1c(N)n(-c2cccc(S(N)(=O)=O)c2)c2nc3ccccc3nc12	-10.9	2.5	61.6*	-4.3	91.5*	i	-15.6[20 µM]	3.8	-20.5
CC(C)(C)N=Cc1cc(-c2ccccc2)sc1O	-6.8	2.8	0.7	-1.2	0.8	12.6	-12.9[20 µM]	9.3	-4.6
COC(=O)[C@H](Cc1ccccc1)NC(=O)Nc1ccc(S(N)(=O)=O)cc1	-4.4	5.3	0.7	-2.7	-3.9	6.5	-14.9	-30.7	19.0
Cc1ccc(OCc2nnc(SCC(=O)N3c4ccccc4Sc4ccc(Cl)cc43)o2)cc1	1.1	-1.5	0.2	-7.3	2.4	23.6	-14.0	7.9	2.7

Single records, as listed above.
Entry for CCc1ccc(NC(=O)CS(=O)CC(=O)Nc2ccc(F)cc2F)cc1 (stereo not drawn) : p47phox inh: -12.1; p97 ATPase inh: 4.6; Runt-SMMHC FRET: 1.8; RBBP9 inhibitor: 1.7; Runt-CBFb FRET: 0.1; Calpain2 inh: -11.2; Furin inh: -12.9; EBV gp42 inh: -9.0; Tb hexokinase: -2.9
Entry for O=C(NC12CC3CC(CC(C3)C1)C2)N1CCN(c2nc(-c3ccccc3)cs2)CC1 : p47phox inh: -11.0; p97 ATPase inh: -4.8; Runt-SMMHC FRET: -3.5; RBBP9 inhibitor: -5.6; Runt-CBFb FRET: 0.5; Calpain2 inh: 31.2; Furin inh: -12.3[20 µM]; EBV gp42 inh: -20.9; Tb hexokinase: 1.4

The main list resumes; the two compounds before the break are reprinted first.
SMILES	p47phox inh	p97 ATPase inh	Runt-SMMHC FRET	RBBP9 inhibitor	Runt-CBFb FRET	Calpain2 inh	Furin inh	EBV gp42 inh	Tb hexokinase
COC(=O)[C@H](Cc1ccccc1)NC(=O)Nc1ccc(S(N)(=O)=O)cc1	-4.4	5.3	0.7	-2.7	-3.9	6.5	-14.9	-30.7	19.0
Cc1ccc(OCc2nnc(SCC(=O)N3c4ccccc4Sc4ccc(Cl)cc43)o2)cc1	1.1	-1.5	0.2	-7.3	2.4	23.6	-14.0	7.9	2.7
COCCNC(=O)c1ccc2c(c1)CCN2S(C)(=O)=O	1.8	1.7	1.7	0.2	-2.0	-12.9	-18.6	0.1	0.8
CC(Sc1nnnn1C)C(=O)Nc1ccccc1 (stereo not drawn)	-2.8	7.8	-1.7	-4.1	0.9	1.5	-26.0	-30.1	-4.5
Cc1ccc(C(C[N+](=O)[O-])Sc2ccc(N)cc2)cc1 (stereo not drawn)	-12.9	3.9	9.7	-4.5	17.5	13.7	-15.7	-3.4	-14.1
Cc1ccc(S(=O)(=O)N/N=C/c2c[nH]c3ccccc23)cc1	2.8	3.3	-4.9	-1.1	2.6	-10.4	-22.2	4.3	-4.7
Cc1ccc(S(=O)(=O)N2CCCC(C(=O)NCC3COCCO3)C2)cc1 (stereo not drawn)	-3.8	2.5	1.0	-2.7	-3.0	-33.3	-17.9	-6.3	5.6
CN(CC(=O)N1CCc2ccccc21)S(=O)(=O)c1ccc(Cl)cc1	-5.0	-0.3	3.4	-6.5	-0.9	13.1	-10.2[20 µM]	-3.3	-0.9
COC(=O)c1ccccc1NC(=O)CSc1[nH]c(=O)cc(C)c1C#N	-7.8	-0.3	0.6	-9.9	0.1	15.9	-21.7	-9.3	0.1
Clc1ccc(N2CCCCCC2)nn1	-17.4	-0.7	0.4	-7.9	0.8	-10.7	-10.8[20 µM]	1.8	-4.8
O=C(C1CCN(S(=O)(=O)c2cccc3cccnc23)CC1)N1CCc2ccccc21	-4.3	3.7	-2.0	-7.0	0.0	7.6	-22.1	3.3	2.7
Cc1c(NC(=O)C(C)OC(=O)c2cccnc2)c(=O)n(-c2ccccc2)n1C (stereo not drawn)	-4.7	5.0	-0.1	-7.5	1.4	-11.7	-25.5	-0.9	5.1
Cc1ccc(C(=O)N/N=C\c2ccccn2)cn1	9.2	0.3	3.7	0.4	1.7	19.1	-9.9	-10.1	-7.0
O=c1cc(-c2ccccc2)nc(SCc2ccccc2)[nH]1	11.2	-0.3	-1.6	-6.0	0.5	-58.3	-9.1[20 µM]	8.9	0.0
CN(C(=O)c1cc2sccc2n1C)C1CCCCC1	0.1	-0.2	-1.9	-5.6	1.6	24.1	-30.2[20 µM]	-9.1	-0.4
CSc1nc(N2CCOCC2)c2ccccc2n1	-5.6	1.6	-1.2	-7.5	-0.2	-50.5	-19.4[20 µM]	0.3	-16.1
CC(C)n1c(O)c(/C=C2\C=NN=C2c2ccccc2)sc1=S	-3.3	5.7	0.6	-7.7	-0.9	-3.1	-11.2	-4.6	-9.8
CCOc1ccc(OCC)c(NC(=O)CCCN2C(=O)c3cccnc3C2=O)c1	-2.5	5.1	1.7	1.8	0.0	15.6	2.9[20 µM]	-27.3	-4.3
COC(=O)c1ccc(C(=O)Nc2ccc(N)cc2N)cc1	-5.7	4.1	-24.5	-4.4	-7.2	14.2	-22.0	-17.9	-12.4
COc1nc(-c2ccncc2)nc2ccccc12	-10.3	-3.8	-0.7	-10.8	0.7	2.6	-8.8[20 µM]	-1.6	1.0
COc1ccc(C(=O)Nc2cc(C(C)=O)c(/C=C/N(C)C)oc2=O)cc1	-2.8	3.5	-75.2	-8.1	-24.7	-0.7	-17.6[20 µM]	-214.9	-18.1
Cc1ccc(CC2CC(=O)N(c3ccc(Cl)cn3)C2=O)cc1 (stereo not drawn)	-0.1	-4.4	-3.4	-16.6	0.4	-7.5	-19.2[20 µM]	-9.9	0.9
COC(=O)C1=C(CN2CCc3ccccc32)NC(=O)NC1c1cc(C)ccc1C (stereo not drawn)	-20.9	2.2	1.1	-6.7	-2.1	12.1	-16.1[20 µM]	-5.7	0.0
COc1ccc(/C=N\NC(=O)CNC(=O)C(c2ccccc2)c2ccccc2)cc1[N+](=O)[O-]	4.0	4.9	1.6	1.0	-2.0	-87.7	-23.3	7.2	3.8
Cc1cccc(NC(=O)COc2ccc(Br)cc2/C=N/O)c1	-21.0	-0.3	-9.2	-13.8	-3.2	26.1	-11.5	-0.2	25.4
COC(=O)Cn1cnc2ccccc2c1=O	-2.1	2.0	0.8	-5.1	2.4	18.2	-19.3[20 µM]	-9.5	-6.3
O=C(COc1ccc(Cl)cc1Cl)N1CCCN(C(=O)COc2ccc(Cl)cc2Cl)CC1	-19.4	-3.3	-0.9	-7.3	-5.6	8.4	-17.6[20 µM]	-5.1	-8.1
SMILES	p47phox inh	p97 ATPase inh	Runt-SMMHC FRET	RBBP9 inhibitor	Runt-CBFb FRET	Calpain2 inh	Furin inh	EBV gp42 inh	Tb hexokinase
C#CCOCCOCCOCCNc1nc(N2CCN(C(=O)[C@H](CCCCN)n3cc([C@@H](N)CO)nn3)CC2)nc(N2CCN(C(=O)[C@H](Cc3cc4ccccc4[nH]3)n3cc([C@@H](N)Cc4ccc(O)cc4)nn3)CC2)n1	38.7*	7.3	-0.2	12.0	0.8	0.4	-25.9	-5.9	11.0
CCCC(=O)Nc1nc(-c2ccc3c(c2)OCCO3)cs1	6.4	4.6	-1.0	3.4	-2.3	13.4	-19.6	-10.7	-0.9
CCOC(=O)Nc1ccc2c(c1)nc(CN1CCN(C(C)=O)CC1)n2C	-6.0	2.2	-0.4	9.4	-0.2	17.5	-14.4[20 µM]	-14.3	-9.2
CCOC(=O)CSc1nc(C(C)(C)C)nc2ccccc12	-0.2	-2.4	.	-7.7	.	-0.1	-12.5	7.8	-5.8
CCCOC(=O)c1ccc(NC(=O)c2ccccc2[N+](=O)[O-])cc1	-4.4	2.9	-3.1	-3.6	0.1	-20.4	-26.3	-12.8	-2.1
CCCCc1nc2ccccc2[nH]1	-4.1	3.6	2.9	0.8	0.6	-10.4	-12.3	-5.2	-5.9
